Source: PubChem (several laboratories)
PMI act satM6P – increases human PMI activity with near-saturating mannose 6-phosphate | P34949 | hit rate 0.34% among 190,000 | coupled PMI enzyme assay, resazurin fluorescence, 20 min; active compounds read high; 1 = untreated enzyme, 0 = substrate-free blank | activation factor at 20 µM;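 active = activation factor of 2 or more at 20 µM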
Target sequence (P34949 whole entry, looked up): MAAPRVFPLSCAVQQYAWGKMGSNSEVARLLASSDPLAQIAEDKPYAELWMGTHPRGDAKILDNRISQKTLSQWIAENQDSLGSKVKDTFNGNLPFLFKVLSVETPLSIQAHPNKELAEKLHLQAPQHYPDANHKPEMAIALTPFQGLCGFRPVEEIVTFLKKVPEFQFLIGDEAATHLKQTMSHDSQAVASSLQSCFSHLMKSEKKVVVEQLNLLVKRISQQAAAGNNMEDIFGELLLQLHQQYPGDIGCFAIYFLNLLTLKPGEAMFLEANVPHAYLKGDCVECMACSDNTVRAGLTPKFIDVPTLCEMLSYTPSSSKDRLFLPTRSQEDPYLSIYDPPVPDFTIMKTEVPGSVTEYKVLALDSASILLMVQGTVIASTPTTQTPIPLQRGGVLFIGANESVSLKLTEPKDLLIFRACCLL
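Test system: Human PMI in coupled enzyme assay | Input: 15 ng/mL PMI | Medium: HEPES-buffered pH 7.4 with magnesium and detergent | Compound: One concentration, 20 µM, in 1% DMSO | Incubation: Enzyme reaction with compound 20 min at room temperature | Detection: Diaphorase-driven resazurin-to-resorufin fluorescence, excitation 544, emission 590 nm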
PPARg SRC-1 ag – agonists of human PPARgamma SRC-1 coactivator recruitment. P37231. PPARgamma-SRC-1 coactivator recruitment biochemical assay. activation, % at 8 µM. hit rate 0.41% among 200,000; in the data active = activation above about 19%;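 also: 0% = DMSO and 100% = reference agonist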
Diaph act CS – diaphorase activation or chemical reduction counter-screen; Diaphorase/resazurin coupled assay, resorufin fluorescence, 16 min; active compounds read high; 1 = vehicle wells, 0 = NADH-free wells; hit rate 0.005% among 190,000; activation factor at 20 µM; AID 1229;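 active = diaphorase activity raised at least twofold by the compound at 20 µM; inactive = activation factor below 2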
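Assay system: Purified diaphorase enzyme from Clostridium kluyveri | Amount: Enzyme 0.07 U/mL final | Dosing: Compound 20 µM once, DMSO 1% | Timing: 16 min reaction at room temperature | Detection: Fluorescence, excitation 544 nm and emission 590 nm | Evaluation: Higher resorufin formation from activation or reduction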
Diaph inh CS – diaphorase inhibition or chemical oxidation counter-screen; diaphorase resazurin-to-resorufin fluorescence, NADH, 16 min; bacterial (C. kluyveri) enzyme, not human; inhibition, % at 20 µM; hit rate 0.69% among 190,000; AID 1217;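 active = primary screen inhibition at 20 µM above a set limit, cut at about 50% in these data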;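 also: plate controls were DMSO with full reaction for no effect and wells lacking NADH for full effect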
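Test system: bacterial diaphorase enzyme (C. kluyveri); Quantity: 0.14 U/mL diaphorase, enzyme working solution; Times: reaction incubation of 16 min at room temperature; Measured by: fluorescence of resorufin formed from resazurin, Ex 544/Em 590 nm; Benchmarks: positive control minus NADH, DMSO neutral control.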
PPARg SRC2 recr – PPARgamma-driven SRC-2 recruitment agonism | AID 1032 | PPARgamma LBD-SRC-2 recruitment, biochemical | activation, % at 8 µM | hit rate 0.34% among 200,000; in the data active = activation above about 22%;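 also: 0% = vehicle and 100% = reference agonist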
ROMK primary – human ROMK K+ channel modulation, primary screen; P48048; Tet-inducible ROMK, thallium flux fluorescence; actives lie on both sides; B-score at 10 µM; hit rate 2% among 130,000;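 active = signal ratio slope over the read window, or its plate-corrected B-score, at least 3 SD from the plate mean, either direction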;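 also: B-score of the F/F0 ratio slope over 7 to 12 s after thallium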
Target sequence (P48048 whole entry, looked up): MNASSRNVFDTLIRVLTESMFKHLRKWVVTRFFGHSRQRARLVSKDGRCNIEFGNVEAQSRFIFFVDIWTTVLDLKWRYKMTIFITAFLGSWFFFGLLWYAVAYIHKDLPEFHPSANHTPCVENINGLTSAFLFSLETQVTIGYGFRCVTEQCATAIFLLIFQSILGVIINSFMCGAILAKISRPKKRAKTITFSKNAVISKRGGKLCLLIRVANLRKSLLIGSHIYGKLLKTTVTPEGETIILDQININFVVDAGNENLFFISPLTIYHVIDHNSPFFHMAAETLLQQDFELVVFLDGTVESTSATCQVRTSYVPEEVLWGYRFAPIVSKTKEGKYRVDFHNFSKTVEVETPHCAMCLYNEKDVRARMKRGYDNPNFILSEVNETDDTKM
G6PDH CS – counter-screen for G6PDH assay hits: L. mesenteroides G6PDH inhibition | Purified L. mesenteroides G6PDH, diaphorase/resazurin coupled fluorescence, 45 min | inhibition, % at 5 µM | hit rate 0.12% among 200,000 | AID 1020; in the data active = inhibition above about 50%
S1P3 antag – S1P3 (human) receptor antagonism; hit rate 0.27% among 170,000; CHO S1P3 NFAT-BLA reporter, FRET fluorescence, antagonist mode; Q99500; inhibition, % at 4.98 µM; AID 485;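 active = inhibition above the plate cutoff, the mean inhibition of test wells on that plate plus 3 SD, cut at about 28% in these data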;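 also: cells challenged with S1P at its EC80 of 0.8 µM; blue over green emission ratio from cleaved BLA substrate after 4 h stimulation; 0% = S1P-stimulated wells and 100% = unstimulated DMSO-only wells; some compounds past the cut are filed as inactive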
PPARg SRC-3 ag – promotes SRC-3 coactivator recruitment by human PPARgamma; AID 731; biochemical PPARgamma/SRC-3 coactivator recruitment assay; hit rate 0.26% among 200,000; activation, % at 8 µM; in the data active = activation above about 23%;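 also: 0% = DMSO and 100% = reference agonist; some compounds past the cut are filed as inactive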
PMI activator – increases human mannose-6-phosphate isomerase activity; P34949; purified human PMI, coupled resazurin fluorescence, 20 min; active compounds read high; 1 = vehicle control, 0 substrate-free wells; activation factor at 20 µM; hit rate 0.005% among 190,000; AID 1214;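 active = activation factor of 2 or more at 20 µM, relative to plate controls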
TR-FRET SRC-2 ct – TR-FRET artefact, counter-screen to PPARgamma/SRC-2 agonist assay | TR-FRET ratio at 8 µM | hit rate 0.4% among 200,000 | AID 1049 | active compounds read high; in the data active = TR-FRET ratio above about 2000; also: inactives centre near 1500
Active calls of the source: *; · = not tested or not shown.

SMILES	PMI act satM6P	PPARg SRC-1 ag	Diaph act CS	Diaph inh CS	PPARg SRC2 recr	ROMK primary	G6PDH CS	S1P3 antag	PPARg SRC-3 ag	PMI activator	TR-FRET SRC-2 ct
COc1ccc(OC)c(C2C3=C(COC3=O)Nc3cc4c(cc32)OCO4)c1 (stereo not given)	1	-4	0.9	13	7	1.6	3	·	3	1	1625
CC1=CCC(C(=O)O)C(C(=O)Nc2cccnc2)C1 (stereo not given)	1	1	0.9	8	8	1	8	3	7	1	1498
C=CCSc1nccc(-c2cc(Cl)sc2Cl)n1	0.9	7	0.8	18	-1	0.62	7	·	4	1	1601
Cc1cccc(C)c1NC(=S)NCCSc1ccc(Cl)cc1	1	4	0.8	17	4	-0.12	11	9	3	1	1489
Cc1sc2nnn(CC(=O)N3CCN(C(=O)c4ccco4)CC3)c(=O)c2c1C	·	-2	·	·	-8	-0.77	·	-4	-4	·	1498
O=S(=O)(NC1CCCCC1Sc1ncccn1)c1ccc(Cl)cc1 (stereo not given)	1.3	-4	1	1	-4	0.46	12	14	-2	1.3	1474
Cc1ccccc1C(=O)Nc1nc(=S)ss1	0.9	-1	0.9	6	2	·	2	·	-2	0.6	1374
CC1CCN(C(=O)CNC(=O)c2cccc(OC(F)F)c2)CC1	1.1	6	0.9	9	5	-0.16	12	-20	0	1.1	1621
CCOc1ccc(NC(=O)NNC(=O)c2ccc(Cl)cc2Cl)cc1	1	-6	0.9	7	-7	1.1	10	0	-5	1	1407
CCc1nnc(NS(=O)(=O)c2ccc(N/C=C/C(=O)c3ccc(OC)cc3)cc2)s1	1	3	0.7	26	-3	4.1*	16	-9	15	1	1409
CN(C)c1nc(N(C)C)nc(N(C#N)CN2C(=O)c3ccccc3S2(=O)=O)n1	1.1	7	1.1	-12	0	0.42	1	-14	-4	1.1	1528
Cn1c(C(=O)NCCN2CCN(c3ccccc3F)CC2)cc2c(=O)n(C)c3ccccc3c21	0.9	-6	0.9	14	-5	·	-56	0	1	0.9	1522
CC(=O)Oc1ccccc1C1=NN(C(C)=O)C(c2ccccc2)C1 (stereo not given)	0.9	12	0.9	14	-2	-0.12	6	3	-1	0.9	1477
Cc1ccc2nc(NC(=O)Cc3cccs3)sc2c1	1.1	0	1.1	-8	5	0.23	2	·	2	1.1	1507
CCCCN(C(=O)NC(=O)Nc1ccc(C)cn1)S(C)(=O)=O	0.9	-6	0.9	8	3	·	-5	-10	3	0.9	1495
CCOC(=O)c1sc(NC(=O)CSc2nnnn2-c2ccc(C)cc2)c(C(=O)OCC)c1C	0.8	1	0.7	25	2	·	-57	-24	7	0.9	1515
O=S(=O)(NCC1CCCO1)c1cccc2nsnc12 (stereo not given)	0.9	11	0.9	13	-1	0.27	4	1	7	1	1758
Cc1c(Cl)cccc1NC(=O)CCC(=O)NNC(=O)c1ccccc1Cl	1	10	0.9	5	9	-0.53	3	·	15	1	1554
Cc1ccc2c(=O)cc(C(F)F)oc2c1	1	2	1	0	9	0.075	12	·	9	1	1770
CC(=O)N1CCN(S(=O)(=O)c2cccc(C(=O)Nc3nccs3)c2)CC1	1	12	0.8	16	-3	-0.97	7	3	-4	1	1520
Cc1cc(C)nc(N2CCCC(C(=O)NCc3ccccc3F)C2)n1 (stereo not given)	1	-3	1	5	-5	-1.4	8	-6	-1	1	1452
CCOC(=O)c1cc(CC)sc1/N=C/C1C(=O)CC(C)(C)CC1=O	1	-8	0.9	7	7	0.36	-4	-1	4	0.9	1553
CCCC(C(=O)NCC1CCCO1)N(Cc1ccco1)C(=O)CNS(=O)(=O)c1ccccc1 (stereo not given)	1.1	6	0.9	5	-6	·	0	-15	-12	1.1	1470
O=C(NCc1ccco1)c1cc2c(s1)CSC2	1.4	8	0.8	23	3	·	-26	-1	8	1.1	1454
COc1cc(CNc2nnnn2C)ccc1OCc1c(F)cccc1Cl	1	-2	0.9	11	4	-0.39	20	-17	1	1	1643
(next part)
SMILES	PMI act satM6P	PPARg SRC-1 ag	Diaph act CS	Diaph inh CS	PPARg SRC2 recr	ROMK primary	G6PDH CS	S1P3 antag	PPARg SRC-3 ag	PMI activator	TR-FRET SRC-2 ct
CC(=O)Nc1ccc(NC2=CC(=O)CC(C)(C)C2)cc1	1	2	0.9	10	3	1.3	19	-9	-5	1	1549
CCOC(=O)c1ccc(NC(=O)CCn2nnc3ccccc32)cc1	1.1	2	1	3	3	·	3	·	13	1.1	1403
CC12CN(S(=O)(=O)c3ccccc3)CC(C)(CN(S(=O)(=O)c3ccccc3)C1)C2	1	-4	1	2	5	-0.71	16	·	-5	1	1628
O=C(c1ccco1)N1CCN(S(=O)(=O)c2cccc3nsnc23)CC1	0.9	5	0.8	16	-1	·	-4	·	-3	0.9	1664
O=C1CCCC/C1=C/NCc1ccc(F)cc1	0.8	2	0.8	20	1	0.65	11	2	-10	0.8	1467
COc1cc(/C=N/NC(=O)CCc2ccccc2)ccc1O	1	-8	1.1	-8	-1	·	4	·	-1	1	1413
O=C(CCN1C(=O)c2ccccc2C1=O)Nc1ccc(S(=O)(=O)N2CCOCC2)cc1	0.9	-2	0.8	18	2	·	0	-19	2	0.9	1591
Cc1csc(NC(=O)CSc2nnc(Cn3c(=O)sc4ccccc43)n2-c2ccccc2)n1	1	2	0.8	19	4	·	3	-6	4	1	1614
COc1ccc2cc(CCNC(=O)c3ccc4c(c3)OCO4)c(=O)[nH]c2c1	0.9	12	0.8	24	6	·	-37	2	6	0.9	1649
C=CCN(c1cccc(C(F)(F)F)c1)S(=O)(=O)c1cccc(C(=O)OCC(=O)NC(N)=O)c1	0.9	4	0.9	12	5	0.029	9	-7	1	0.9	1605
COc1cc(-n2c(=O)c3ccccc3n(CC(=O)c3ccc(F)cc3)c2=O)cc(OC)c1OC	1	8	0.9	5	2	0.36	5	-11	-1	0.9	1487
CC(=O)c1c(C(C)=O)c(C)n(NC(=O)c2ccccc2Cl)c1C	1	-4	0.9	13	-8	·	3	·	-9	0.9	1540
CCSC1=NCCN1C(=O)Cc1ccc(-c2ccccc2)cc1	1.1	10	1	-1	2	0.46	4	-7	5	1.1	1674
N#CC1=C(N)NC(SCC(=O)Nc2ccc(Br)cc2)=C(C#N)C12CCCCC2	1	-3	0.8	16	2	-2.3	9	·	3	1	1509
CCOC(=O)CC1(C)SC(NC(C)=O)=NN1C(C)=O (stereo not given)	·	-6	·	·	-2	1.9	2	-23	5	·	1297
COC(=O)CN1C(=O)N/C(=C/c2ccc(OC)cc2)C1=O	1.1	8	1.1	-13	-7	-0.045	-3	-2	-2	1.2	1455
O=C(CN1CCOCC1)NCC12CC3CC(CC(C3)C1)C2	1	2	0.9	14	5	·	2	1	8	1	1383
CC(C)(C)n1[nH]c2c3c(ccc2c1=O)C(=O)c1ccccc1C3=O	0.7	4	0.7	30	7	0.16	42	·	0	0.7	1495
CCCCNC(=O)CSc1nc2ccccc2c(=O)n1Cc1ccc2c(c1)OCO2	1	3	1	5	190*	·	2	·	18	1	5232*
C=CCn1c(=N)n(CC(O)COc2ccccc2OC)c2ccccc21 (stereo not given)	0.9	-5	0.9	10	6	·	5	-19	6	1	1685
CCCCC(=O)Nc1sc2c(c1C#N)CC(C)(C)OC2	1	9	1	5	5	0.12	-8	1	-3	1	1601
CC(Sc1nc(-c2ccccc2)cc(C(F)(F)F)n1)C(=O)NCc1ccco1 (stereo not given)	1	6	0.9	9	-6	0.59	-7	·	-6	1	1443
Cc1ccc(NC(=O)CSc2nc3ccccc3c(=O)n2CCCN2CCCCC2)cc1C	0.9	4	1	3	-1	·	2	·	15	0.9	1530
CCn1nc(C(=O)OC2CCOC2=O)c2ccccc2c1=O (stereo not given)	0.9	5	0.9	14	7	0.93	1	-10	10	0.8	1610

Structures listed so far that have an aryl methoxy group, in the order listed:
SMILES	PMI act satM6P	PPARg SRC-1 ag	Diaph act CS	Diaph inh CS	PPARg SRC2 recr	ROMK primary	G6PDH CS	S1P3 antag	PPARg SRC-3 ag	PMI activator	TR-FRET SRC-2 ct
COc1ccc(OC)c(C2C3=C(COC3=O)Nc3cc4c(cc32)OCO4)c1 (stereo not given)	1	-4	0.9	13	7	1.6	3	·	3	1	1625
CCc1nnc(NS(=O)(=O)c2ccc(N/C=C/C(=O)c3ccc(OC)cc3)cc2)s1	1	3	0.7	26	-3	4.1*	16	-9	15	1	1409
COc1cc(CNc2nnnn2C)ccc1OCc1c(F)cccc1Cl	1	-2	0.9	11	4	-0.39	20	-17	1	1	1643
COc1cc(/C=N/NC(=O)CCc2ccccc2)ccc1O	1	-8	1.1	-8	-1	·	4	·	-1	1	1413
COc1ccc2cc(CCNC(=O)c3ccc4c(c3)OCO4)c(=O)[nH]c2c1	0.9	12	0.8	24	6	·	-37	2	6	0.9	1649
COc1cc(-n2c(=O)c3ccccc3n(CC(=O)c3ccc(F)cc3)c2=O)cc(OC)c1OC	1	8	0.9	5	2	0.36	5	-11	-1	0.9	1487
COC(=O)CN1C(=O)N/C(=C/c2ccc(OC)cc2)C1=O	1.1	8	1.1	-13	-7	-0.045	-3	-2	-2	1.2	1455
C=CCn1c(=N)n(CC(O)COc2ccccc2OC)c2ccccc21 (stereo not given)	0.9	-5	0.9	10	6	·	5	-19	6	1	1685
